Screens (PubChem)
GPR151 activ: human GPR151 activation | 1% of 650,000 active | AID 1508602 | Q8TDV0 | activation, % at 11.2 µM | PathHunter beta-arrestin GPR151 cells, luminescence; in the data active = activation above about 4.9%;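 note: 0% = median of compound wells and 100% = cells with positive control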
Target sequence (Q8TDV0 whole entry, looked up): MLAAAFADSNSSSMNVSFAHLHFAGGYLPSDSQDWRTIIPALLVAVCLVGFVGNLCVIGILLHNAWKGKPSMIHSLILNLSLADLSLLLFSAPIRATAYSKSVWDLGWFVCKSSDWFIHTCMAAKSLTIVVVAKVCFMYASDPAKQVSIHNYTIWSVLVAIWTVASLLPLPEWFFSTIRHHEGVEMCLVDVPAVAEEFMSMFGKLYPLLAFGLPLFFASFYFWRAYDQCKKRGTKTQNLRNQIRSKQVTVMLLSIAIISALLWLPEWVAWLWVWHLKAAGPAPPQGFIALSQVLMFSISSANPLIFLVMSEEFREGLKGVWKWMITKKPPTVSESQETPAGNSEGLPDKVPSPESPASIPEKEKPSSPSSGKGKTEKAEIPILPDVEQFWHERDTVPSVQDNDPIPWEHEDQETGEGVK
TEAD-YAP block: TEAD-YAP interaction inhibition | HEK-TIYL cells, TEAD-Gal4/YAP UAS-luciferase luminescence | inhibition, % at 9.12 µM | 1.4% of 640,000 active; in the data active = inhibition above about 32%;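 note: 0% = median of test compound wells and 100% = reference inhibitor wells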
FBW7 activator: human FBW7 E3 ligase activation, primary screen. AlphaScreen FBW7–phospho-cyclin E peptide binding, activator screen. normalized activity (activation), % at 26.1 µM. 0.13% of 650,000 active. Q969H0; in the data active = normalized activity above about 1.9%;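 note: purified mutant Fbw7 with reduced substrate affinity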
Target sequence (Q969H0 whole entry, looked up): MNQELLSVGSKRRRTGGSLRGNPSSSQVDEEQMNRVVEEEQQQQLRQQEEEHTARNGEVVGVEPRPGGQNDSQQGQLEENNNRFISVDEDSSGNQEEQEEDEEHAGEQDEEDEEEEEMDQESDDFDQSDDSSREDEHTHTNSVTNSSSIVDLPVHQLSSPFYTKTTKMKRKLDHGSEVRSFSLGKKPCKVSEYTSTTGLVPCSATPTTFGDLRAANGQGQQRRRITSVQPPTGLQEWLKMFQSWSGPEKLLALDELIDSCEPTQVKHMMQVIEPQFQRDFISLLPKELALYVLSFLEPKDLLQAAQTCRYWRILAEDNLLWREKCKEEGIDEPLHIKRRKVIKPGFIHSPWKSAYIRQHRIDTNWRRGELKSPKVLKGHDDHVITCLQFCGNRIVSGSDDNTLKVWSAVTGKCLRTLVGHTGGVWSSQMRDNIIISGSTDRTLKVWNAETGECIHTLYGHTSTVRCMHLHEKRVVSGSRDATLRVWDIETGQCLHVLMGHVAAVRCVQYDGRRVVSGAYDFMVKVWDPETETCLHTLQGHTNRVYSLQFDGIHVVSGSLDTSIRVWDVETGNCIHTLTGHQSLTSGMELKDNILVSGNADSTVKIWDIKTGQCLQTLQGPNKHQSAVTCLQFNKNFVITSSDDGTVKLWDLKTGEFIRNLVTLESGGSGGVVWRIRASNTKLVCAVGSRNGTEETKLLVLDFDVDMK
MITF inh: inhibitors of human MITF; AID 1259374; AlphaScreen MITF homodimerization, bead proximity signal; inhibition, % at 2.6 µM; 0.91% of 650,000 active; in the data active = inhibition above about 50%;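 note: 0% = vehicle wells with protein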
* = called active by the depositor; & = joins results of further samples.

[1] Cc1cc(-n2c(=O)[nH]c(=O)n(C)c2=O)ccc1Oc1ccc(SC(F)(F)F)cc1
[2] O=C(CN1CCCN(CC(=O)NCc2ccccc2)CC1)NCc1ccccc1
[3] O=C1C2C3C=CC(C3)C2C(=O)N1C1CCS(=O)(=O)C1 (configuration not stated)
[4] CCCC/C(C)=N\NC(=O)c1ccc(O)cc1
[5] COc1ccc(S(=O)(=O)Nc2cc(Cl)ccc2OC)cc1
[6] Nc1nc2n(n1)C(c1ccccc1)CC(c1ccccc1)N2 (configuration not stated)
[7] COc1ccc(C2=NN(C(=O)CSc3nc4ccccc4o3)C(c3cccc(OC)c3OC)C2)cc1 (configuration not stated)
[8] CC(NS(=O)(=O)c1ccc(CCC(=O)N2CCN(C)CC2)cc1)c1ccccc1 (configuration not stated)
[9] Cc1ccc(OCC(=O)N(Cc2ccc(F)cc2)C2CCS(=O)(=O)C2)cc1 (configuration not stated)
[10] COCCNC(=O)Cn1cc(/C=C(\C#N)C(=O)Nc2ccc(C)cc2C)c2ccccc21

assay / entry | 1 | 2 | 3 | 4 | 5 | 6 | 7 | 8 | 9 | 10
GPR151 activ | 3.1&-0.9 | -0.4 | 1.6 | 0.3 | -2.9 | -0.7 | 0.4 | 2.1 | -0.5 | 0.7
TEAD-YAP block | 7 | -9 | -7 | -10 | 61* | -3 | 6 | -3 | 5 | 9
FBW7 activator | 0.0&0.8 | 0.1 | 0.1 | 0.0 | 0.5 | 0.0 | 0.0 | -0.1 | 0.6 | 0.2
MITF inh | -1&26 | 93* | 2 | 6 | 3 | 13 | 12 | 4 | 9 | 11

Taken from above.
cpd 9 @ MITF inh: 9
cpd 5 @ TEAD-YAP block: 61*
cpd 2 @ MITF inh: 93*
cpd 4 @ MITF inh: 6
cpd 6 @ FBW7 activator: 0.0
cpd 7 @ GPR151 activ: 0.4

Among those listed so far, four contain nitrogen in an aromatic ring:
[1] Cc1cc(-n2c(=O)[nH]c(=O)n(C)c2=O)ccc1Oc1ccc(SC(F)(F)F)cc1
[6] Nc1nc2n(n1)C(c1ccccc1)CC(c1ccccc1)N2 (configuration not stated)
[7] COc1ccc(C2=NN(C(=O)CSc3nc4ccccc4o3)C(c3cccc(OC)c3OC)C2)cc1 (configuration not stated)
[10] COCCNC(=O)Cn1cc(/C=C(\C#N)C(=O)Nc2ccc(C)cc2C)c2ccccc21

assay / entry | 1 | 6 | 7 | 10
GPR151 activ | 3.1&-0.9 | -0.7 | 0.4 | 0.7
TEAD-YAP block | 7 | -3 | 6 | 9
FBW7 activator | 0.0&0.8 | 0.0 | 0.0 | 0.2
MITF inh | -1&26 | 13 | 12 | 11

(cont.)
[11] CN1CCN(c2nccnc2-c2ccsc2)CC1
[12] CSC(C)C(=O)C1=C(O)c2ccccc2C1=O (configuration not stated)
[13] Cc1ccc(N2C(=O)CC(N3CCC(C(N)=O)CC3)C2=O)c(Br)c1 (configuration not stated)
[14] CCOc1ncccc1C(=O)Nc1ccc(C)cc1
[15] O=C(CN(C(=O)CCC(=O)Nc1ccccn1)c1ccc(F)cc1)NCc1ccco1
[16] CC1(C)CC(=O)C2=C(C1)OC(N)=C(C#N)C2c1cc(Cl)cc(Cl)c1OC(=O)N1CCOCC1 (configuration not stated)
[17] CC(=O)CCc1oc2ccc(NC(C)=O)cc2c1-c1ccc(C)o1
[18] C[n+]1ccc(CC2C([N+](=O)[O-])=CNc3ncnn32)cc1 (configuration not stated)
[19] CCOC(=O)C1=C(C)N(c2ccccc2)C(=O)C1CC(=O)O (configuration not stated)
[20] CC1=C(C(=O)Nc2ccccn2)C(c2ccc(O)cc2)NC(=S)N1 (configuration not stated)

assay / entry | 11 | 12 | 13 | 14 | 15 | 16 | 17 | 18 | 19 | 20
GPR151 activ | 1.7 | 0.5 | 2.1 | 1.7 | -1.4 | 1.2 | -0.2 | 0.1 | 2.4 | 0.8
TEAD-YAP block | -7 | -9 | 8 | -10 | -7 | 1 | 16 | -4 | -3 | -16
FBW7 activator | 0.0 | 0.1 | 0.1 | 0.0 | -0.1 | -0.1 | -0.1 | -0.2 | -0.5 | 0.0
MITF inh | 12 | -6 | 2 | -7 | -1 | -9 | -2 | -4 | 4 | -8

[21] CN(C)S(=O)(=O)c1ccc(C(=O)Nc2c3c(nn2-c2cccc(Cl)c2)CSC3)cc1
[22] CC(=O)c1ccccc1NC(=O)CSc1nc(N)cc(=O)[nH]1
[23] O=[N+]([O-])c1cc(S(=O)(=O)N2CCCCC2)ccc1N1CCCCCC1
[24] Cc1cc(NCc2nc3ccccc3[nH]2)nc(-c2c(C)nn(C)c2C)n1
[25] CN(C)CCCNC(=S)N1CCC(C(=O)c2ccc3c(c2)OCCO3)CC1
[26] COc1cc(Nc2nc(NC3CCN(Cc4ccccc4)CC3)c3ncn(CCN4CCCC4=O)c3n2)cc(OC)c1OC
[27] COc1cc(OC)c(N(C)C(=O)Cc2c(C(=O)O)[nH]c3ccccc23)cc1Cl
[28] COc1ccc([C@@H]2C[C@H](C(=O)Nc3ccc4c(c3)OCO4)N(C)S(=O)(=O)N2)cc1OC
[29] CCNC(=S)N1CCN(c2ccc(F)cc2)CC1
[30] Cc1cc(C(=O)Nc2ccc(S(=O)(=O)Nc3nccs3)cc2)ccc1[N+](=O)[O-]

assay / entry | 21 | 22 | 23 | 24 | 25 | 26 | 27 | 28 | 29 | 30
GPR151 activ | 0.0 | -0.5 | 0.3 | 0.5 | 0.1 | 1.6 | 0.7 | -0.3 | 0.5 | 2.2
TEAD-YAP block | 2 | 4 | -6 | -3 | -1 | -2 | 6 | -3 | -4 | 0
FBW7 activator | -0.1 | 0.2 | -0.3 | -0.1 | 0.0 | 0.2 | -0.1 | 0.0 | -0.1 | -0.1
MITF inh | 2 | 6 | -4 | 7 | 1 | 19 | -3 | -8 | 0 | 18

[31] N#C/C(=C\c1ccc[nH]1)C(=O)NCc1ccco1
[32] Cc1cccc(C(=O)N[C@H]2C[C@H]3C(=O)N[C@@H](COCc4ccccc4)C(=O)N3C2)c1
[33] CCCCc1ccc(-c2nc3ccccc3c(=O)n2NCc2ccc(F)cc2)cc1
[34] O=C(c1cc2n(n1)C(C(F)(F)F)CC(c1ccc3c(c1)OCO3)N2)N1CCN(c2ccccc2Cl)CC1 (configuration not stated)
[35] Cc1[nH]c2ccccc2c1CCNC(=O)/C(=C/c1cccc([N+](=O)[O-])c1)NC(=O)c1cccc(Br)c1
[36] COc1ccc(Cl)cc1C(=O)n1nnc2ccccc21
[37] CC(=O)c1ccc(NS(=O)(=O)c2ccc3[nH]c4c(c3c2)CCCC4)cc1
[38] COc1cc(/C=N/n2c(-c3ccncc3)n[nH]c2=S)cc(Br)c1O
[39] CCC1CCCCN1S(=O)(=O)c1ccc(F)c(C(=O)Nc2cccc(Cl)c2C)c1 (configuration not stated)
[40] Cc1cc(O)ccc1N=Cc1c(O)n(-c2ccccc2)c(=O)[nH]c1=O

assay / entry | 31 | 32 | 33 | 34 | 35 | 36 | 37 | 38 | 39 | 40
GPR151 activ | 0.2 | 0.5 | -1.3 | 0.3 | 1.8 | 0.8 | -0.6 | 5.0* | -6.1 | 0.5
TEAD-YAP block | -13 | 2 | -3 | -10 | -7 | -1 | -1 | 4 | 4 | -2
FBW7 activator | -0.1 | 0.1 | -0.1 | 0.5 | -0.1 | -0.1 | 0.2 | 0.0 | -0.1 | -0.4
MITF inh | 7 | -7 | 5 | 6 | 6 | -10 | 5 | -7 | -2 | -6

[41] CCOC(=O)CSc1nc2c(sc(=S)n2-c2cc(OC)ccc2OC)c(=O)n1-c1ccccc1C
[42] CC(=O)N1c2ccc([N+](=O)[O-])cc2C(C)(c2ccc([N+](=O)[O-])cc2)CC1(C)C (configuration not stated)
[43] COc1ccc(NS(=O)(=O)c2cc(NC(=O)[C@@H](NC(N)=O)C(C)C)ccc2C)cc1
[44] Nc1nonc1-n1nnc(C(=O)N/N=C/c2ccccc2F)c1CN1CCCCC1
[45] Cc1ccc(C(=O)Nc2nccs2)cc1Br
[46] CC(C)N(C)Cc1nnnn1CC(=O)N(C)CC1CCCCO1 (configuration not stated)
[47] O=c1c2ccccc2nc(/C=C/c2cccc3ccccc23)n1-c1cccc(C(F)(F)F)c1
[48] COc1ccc(NC(=O)c2nn3c(c2Cl)NC(c2ccccc2)CC3C(F)(F)F)cc1OC (configuration not stated)
[49] CCOc1ccc2c(c1)c1nnc(SCC(=O)NC(C)C)nc1n2C
[50] Cc1ccc(-c2cc(C(=O)Nc3sc4c(c3C#N)CCCC4)c3ccccc3n2)cc1

assay / entry | 41 | 42 | 43 | 44 | 45 | 46 | 47 | 48 | 49 | 50
GPR151 activ | -0.3 | -1.8 | -0.6 | -0.3 | -2.3 | -1.1 | 2.5 | -0.9 | -1.3 | -1.3
TEAD-YAP block | -11 | -3 | 5 | 0 | -58 | -15 | -1 | 19 | -8 | -15
FBW7 activator | -0.2 | -0.1 | 0.2 | 0.0 | 0.0 | -0.1 | 0.0 | 0.0 | -0.4 | 0.0
MITF inh | -5 | 1 | 6 | 4 | -13 | -5 | 0 | 13 | -7 | 3

[51] CC1=C(C(=O)OC(C)C)C(c2cccc(Cl)c2)N2C(=O)CCSC2=N1 (configuration not stated)
[52] CCOc1ccc(-c2nc(COC(=O)C3CC3C)cs2)cc1OC (configuration not stated)
[53] COc1cccc(NC(=O)c2ccc(NC(=O)C(C)(C)C)cc2)c1
[54] COc1cccc(CCc2nnc(CCC(=O)N(C)Cc3ccc(F)cc3)o2)c1
[55] CCC1=Nc2cc(C(=O)NCCN3CCOCC3)ccc2Sc2ccccc21
[56] O=S(=O)(NC1CCCc2ccccc21)c1cccc2nonc12 (configuration not stated)
[57] Cc1ccc(Nc2nc3ccccc3c(=O)s2)cc1C
[58] CC1CCCC(C)N1C(=O)c1cc(-c2ccccc2)on1 (configuration not stated)
[59] CCNc1cc(NC2CCN(Cc3ccccc3)CC2)ncn1
[60] CCOC(=O)c1[nH]c2c(c1C)C(=O)CC(c1cccc(OC)c1)C2 (configuration not stated)

assay / entry | 51 | 52 | 53 | 54 | 55 | 56 | 57 | 58 | 59 | 60
GPR151 activ | -0.2 | 0.7 | -2.1 | 0.8 | 0.3 | -0.2 | 1.0 | -0.9 | -0.2 | 0.8
TEAD-YAP block | 1 | -18 | -46 | -7 | 3 | -1 | 9 | -56 | 8 | 44*
FBW7 activator | 0.1 | -0.1 | 0.0 | 0.3 | -0.3 | 0.0 | 0.0 | 0.1 | -0.1 | 0.1
MITF inh | 8 | -4 | 3 | 7 | -9 | -6 | -3 | -3 | -1 | -3

[61] Fc1ccc(C2=NN(c3ccccc3Br)C(c3ccc(F)cc3)C2)cc1 (configuration not stated)
[62] CCSC1=C(C#N)C(=O)NC(c2ccc(OC)cc2)S1 (configuration not stated)
[63] CC(C)CCn1c(N2CCCC(C)C2)nc2c1c(=O)[nH]c(=O)n2C (configuration not stated)
[64] CCN(CC)C(=O)c1ccc(I)cc1
[65] C/C(CC(=O)Nc1ccc(Cl)cc1Cl)=N\NC(=O)c1cccc(C)c1O
[66] c1ccc(CSc2nnc3ncccn23)cc1
[67] COCCNC(=O)[C@@H]1C[C@@H](NCc2cc(F)ccc2F)CN1Cc1ccccc1
[68] COc1ccc2c(c1)CCC2C(=O)Nc1cc(Nc2ccccc2-c2ncn(C)n2)ccn1 (configuration not stated)
[69] Cc1ccccc1OCC(O)Cn1c(C2CC(=O)N(c3ccccc3C)C2)nc2ccccc21 (configuration not stated)
[70] Cc1cccc(-n2ncc3c(=O)n(CC(=O)N4CC(C)OC(C)C4)cnc32)c1C (configuration not stated)

assay / entry | 61 | 62 | 63 | 64 | 65 | 66 | 67 | 68 | 69 | 70
GPR151 activ | -0.5 | 1.2 | -1.1 | -0.2 | 0.3 | -1.6 | 0.0 | 3.7 | 0.7 | 0.1
TEAD-YAP block | -12 | 7 | -8 | -22 | -9 | -67 | -7 | 3 | 18 | -3
FBW7 activator | 0.1 | -0.1 | -0.1 | 0.2 | 0.6 | 0.1 | 0.0 | -0.4 | 0.0 | -0.1
MITF inh | -1 | -4 | -5 | 1 | 11 | -9 | 16 | 7 | 2 | -7

[71] Clc1ccccc1C1SCC2=Nc3ccccc3CN21 (configuration not stated)
[72] O=C(NCCc1ccccc1)C1CCN(C(=O)Nc2ccccc2)CC1
[73] O=C(CCc1nnc(Cc2c[nH]c3ccccc23)o1)N1CCCC(OCc2ccccc2)C1 (configuration not stated)
[74] Cc1nn(CC(=O)Nc2ccc3nc4n(c(=O)c3c2)CCCC4)c(C)c1[N+](=O)[O-]
[75] C=CCn1c(SCC(=O)c2ccccc2F)nc2sc3c(c2c1=O)CCCC3
[76] Cl/C(=C\c1ccccc1)CN1CCCC(N2CCOCC2)C1 (configuration not stated)
[77] O=C(N/N=C/c1ccc(Br)s1)c1cc(Br)ccc1O
[78] CC(C)OC(=O)/C(=C\c1cccc2ccccc12)NC(=O)c1ccccc1
[79] Cc1ccc(S(=O)(=O)N2CCCCC2)cc1NC(=O)Cn1ccsc1=N
[80] COCCC1CCCCN1C(=O)c1ccc(-n2cc(NC(=O)COC)cn2)cc1 (configuration not stated)
[81] CCOC(=O)C(=CNc1ccccc1Br)C(=O)OCC

assay / entry | 71 | 72 | 73 | 74 | 75 | 76 | 77 | 78 | 79 | 80 | 81
GPR151 activ | 3.4 | -0.9 | -0.1 | 3.0 | -0.2 | -1.2 | -2.3 | -0.7 | -0.1 | -0.2 | 0.3
TEAD-YAP block | -14 | 10 | 9 | -3 | 2 | -2 | -14 | 5 | 13 | 0 | -10
FBW7 activator | 0.0 | 0.0 | -0.1 | 0.0 | -0.1 | -0.1 | -0.1 | 0.2 | -0.1 | 0.0 | 0.3
MITF inh | 7 | -4 | 3 | -11 | -1 | -6 | 18 | 16 | 2 | -2 | -18
